Growth percent in the NCI-60 one-dose screen (48 h, 10 µM unless noted): 100 = growth as untreated, 0 = no growth, -100 = all killed.
MDA-MB-468 = MDA-MB-468 breast cancer; hit rate 8.5% among 78,000; AID 2202374
HS 578T = HS 578T breast cancer. hit rate 4.1% among 78,000
BT-549 = BT-549 breast cancer | hit rate 4.4% among 78,000
K-562 = K-562 leukemia | hit rate 7.4% among 78,000
SR = SR leukemia cells. hit rate 8.7% among 73,000. AID 1794780
MDA-MB-231 = MDA-MB-231 breast cancer. AID 1794789. hit rate 5% among 81,000
T-47D = T-47D breast cancer; hit rate 5% among 79,000
MCF7 = MCF7 breast cancer. hit rate 6.3% among 82,000. AID 1794796
* hit, by the source's call; nt = not tested or not shown; & = joins results of further samples; [ ] = dose if it differs, or a comment. Rule for the calls: active = growth percent below 10; inactive = the rest.

SMILES	BT-549	MDA-MB-468	HS 578T	K-562	MDA-MB-231	MCF7	SR	T-47D
Cc1ccc(/C=C/C(=O)c2ccc(NC(=O)CSc3nc4c([nH]3)c(=O)n(C)c(=O)n4C)cc2)cc1	95	91	100	88	96	83	86	95
O=C(NCCCCCCCNC(=O)OCc1ccc2c(Cl)cc(Cl)c(O)c2n1)OCc1ccc2c(Cl)cc(Cl)c(O)c2n1	nt	-57*	-9.3*	2.0*	-72*	-30*	6.3*	-63*
C/C=C/C(OC(C)=O)OC(C)=O	97	103	106	145	115	99	nt	112
CCC(C(=O)O)c1cccc2ccccc12 (configuration not stated)	102	102	109	106	94	94	100	95
S=C(SSC(=S)N(c1ccccc1)c1ccccc1)N(c1ccccc1)c1ccccc1	109	107	108	104	114	99	93	97
Nc1nonc1-c1nc2ccccc2n1CC(=O)Nc1ccc(F)c(Cl)c1	87	82	55	59	73	71	60	74
CC(C)(C)c1cc(-c2cc(C(C)(C)C)c(O)c(C(C)(C)C)c2)cc(C(C)(C)C)c1O	115	107	114	92	88	88	97	86
CS(=O)(=O)c1cccc(-c2c(-c3cccc(OCc4ccccc4)c3)nc3sccn23)c1	92	79	79	75	69	80	107	80
Cc1nc(Nc2ccc(F)cc2)nc(Nc2ccc(F)cc2)c1[N+](=O)[O-]	92	54	nt	94	71	80	nt	84
Oc1c(CN2CCCC2)cc(COCc2ccccc2)c2cccnc12	27	-15*	65	12	36	10.0*	12	5.7*
CSc1nc2c(c(=O)[nH]1)C(c1ccc(Cl)cc1)C1=C(N2)/C(=C/c2ccc(Cl)cc2)CNC1 (configuration not stated)	25	48	69	8.4*	40	13	-16*	54
COc1cc2c(cc1OC)C(c1cc(OC)c(OC)c(OC)c1)CC(=O)N2 (configuration not stated)	105	94	98	99	118	93	90	97
NC(Cc1ccccc1)(C(=O)O)c1ccccc1 (configuration not stated)	90	96	100	98	103	97	104	96
COc1cc(/C=C2\C(=O)N(CCCOc3cc(O)c4c(=O)cc(-c5ccccc5)oc4c3)c3ccccc32)cc(OC)c1O	50	89	70	21	97	49	32	45
CC1=CCC2C1CC=C(C)C(CC[C@H]1[C@@](C)(O)CCC3OC(C)(C)[C@H](O)CC[C@@]31C)C2(C)C (some centres not stated)	73	58	97	41	61	60	37	50
CC(=O)CC(=O)N1CCc2ccccc21	102	107	107	97	111	98	nt	99

Sorted by length of the SMILES (descending): three of the compounds above
SMILES	BT-549	MDA-MB-468	HS 578T	K-562	MDA-MB-231	MCF7	SR	T-47D
CC1=CCC2C1CC=C(C)C(CC[C@H]1[C@@](C)(O)CCC3OC(C)(C)[C@H](O)CC[C@@]31C)C2(C)C (some centres not stated)	73	58	97	41	61	60	37	50
Cc1nc(Nc2ccc(F)cc2)nc(Nc2ccc(F)cc2)c1[N+](=O)[O-]	92	54	nt	94	71	80	nt	84
COc1cc2c(cc1OC)C(c1cc(OC)c(OC)c(OC)c1)CC(=O)N2 (configuration not stated)	105	94	98	99	118	93	90	97

Next structures
SMILES	BT-549	MDA-MB-468	HS 578T	K-562	MDA-MB-231	MCF7	SR	T-47D
CCOC(=O)/C(C#N)=C/c1cccc(OC)c1	106	88	115	119	109	89	101	103
O=C(CCN1CCCCC1)c1ccccc1	120&101	116	101&115	59&93	112&134	93&93	118&86	93&90
CCCCCCCCC(CC)(CC)C(=O)O	95	91	113	117	105	97	105	nt
O=C1CCN2C=CC=CC2=N1	106	116	109	102	107	98	103	103
O=C(O)CCCC1CCCCC1	107	91	111	100	111	92	84	103
CCOC(=O)Cc1ccc(N)cc1	115&97	114&117	97	114&104	127&95	92	104&94	118&115
COc1cc(/C=N/Nc2ncnc3c2c(C)nn3-c2ccccc2)ccc1O	86	57	84	62	95	76	95	66
CC1CCC(OC(=O)CC#N)CC1 (configuration not stated)	98	91	105	96	108	88	99	95

The last two records of the part before open the next one:
SMILES	BT-549	MDA-MB-468	HS 578T	K-562	MDA-MB-231	MCF7	SR	T-47D
COc1cc(/C=N/Nc2ncnc3c2c(C)nn3-c2ccccc2)ccc1O	86	57	84	62	95	76	95	66
CC1CCC(OC(=O)CC#N)CC1 (configuration not stated)	98	91	105	96	108	88	99	95
O=S(=O)(Nc1cc(F)cc(F)c1)c1ccc(-c2cnc(C3CC3)o2)cc1	36	nt	14	9.7*	58	14	16	30
O=C(O)C(C(=O)Nc1ccccc1)c1ccccc1 (configuration not stated)	110	95	98	103	103	97	94	116
COc1ccc(NC(=O)c2c(Nc3ccc(OC)cc3OC)n[nH]c2N)c(OC)c1	94	82	96	96	73	76	nt	83
CN(NS(=O)(=O)c1ccccc1)C(=O)c1ccccc1	104	113	nt	109	96	99	101	102
COc1cc(C2=NN(C=O)C(c3cn(Cc4ccc(Cl)cc4)c4ccccc34)C2)cc(OC)c1OC (configuration not stated)	76	62	66	54	76	86	86	55
CC(C)(C)c1ccc2oc(=O)n(SC(Cl)(Cl)Cl)c2c1	98	126	119	82	104	86	92	93
O=C(Cn1nnc2ccccc21)N/N=C/c1cccc(F)c1	94	102	88	103	107	82	105	97
CC(=O)OC[C@H]1OC(Sc2sc(C(=O)c3ccc(C)cc3)c(N)c2-c2nc3ccccc3s2)[C@@H](OC(C)=O)[C@@H]1OC(C)=O (some centres not stated)	102	110	87	100	84	91	nt	87

Exported with two lines to a compound: entries from further up.
Value order: BT-549 | MDA-MB-468 | HS 578T | K-562 | MDA-MB-231 | MCF7 | SR | T-47D
- CN(NS(=O)(=O)c1ccccc1)C(=O)c1ccccc1
 : 104 | 113 | nt | 109 | 96 | 99 | 101 | 102
- COc1cc(C2=NN(C=O)C(c3cn(Cc4ccc(Cl)cc4)c4ccccc34)C2)cc(OC)c1OC (configuration not stated)
 : 76 | 62 | 66 | 54 | 76 | 86 | 86 | 55
- CC(C)(C)c1ccc2oc(=O)n(SC(Cl)(Cl)Cl)c2c1
 : 98 | 126 | 119 | 82 | 104 | 86 | 92 | 93

The listing continues:
SMILES	BT-549	MDA-MB-468	HS 578T	K-562	MDA-MB-231	MCF7	SR	T-47D
CCOC(=O)c1cc[nH]c1CC(=O)NC	100	96	108	109	119	101	100	94
COC(=O)c1cc(C=C(C)C)[nH]c(=O)c1C#N	101	106	93	112	nt	93	nt	nt
O=C(OCc1nc2nc(Cl)nc(N3CCOCC3)c2[nH]1)n1ccnc1	9.5*	-27*	5.4*	-7.2*	-6.9*	4.7*	-14*	-49*
O=C1CC(=O)c2ccccc21	102&83	108	99&84	99&103	90&103	92&78	96	91&99
COc1ccc(-n2c(C)c(C(C)=O)c3c(-c4ccc5c(c4)OCO5)nc4ccccc4c32)cc1O	96	98	77	71	86	91	66	82
Cc1ccc(/C=N/n2c(CN3CCCC3)nc3ccccc3c2=O)cc1	100	99	101	104	103	98	nt	101
C/C(=N\O)c1ccc(NC(=O)CCN2CCN(c3cc4c(cc3F)c(=O)c(C(=O)O)cn4C3CC3)CC2)cc1	98	97	106	95	102	99	94	82
Cc1cc(C)nc(NS(=O)(=O)c2ccc(Nc3nc(C)c4c(=O)[nH]c(SCc5ccccc5)nc4n3)cc2)n1	134	nt	95	67	77	105	92	81
Cc1cc(C)c2c(Cc3cn4ccc(C)cc4nc3=O)cc(=O)oc2c1	101	105	98	88	97	97	96	92
CC(C)(C)[Si](C)(C)O[C@@H](CCO)C[C@H](CCCc1ccccc1)c1cc2ccccc2s1	101	113	97	72	97	75	86	55
S=c1nc[nH]c2c1ncn2-c1ccc(Cl)cc1	104	115	46	101	101	98	121	105
O=C1CCc2c(sc3[nH]c(=S)n(-c4cccc(Cl)c4)c(=O)c23)C1	99	96	90	88	92	92	96	87
COc1ccc(/C=N\NC(=O)c2cnn(CC(O)c3ccccc3)c2N)cc1OCc1ccc(F)cc1 (configuration not stated)	108	86	68	68	84	63	54	64
COc1ccc(/C=C2\S/C(=N\N=C(c3ccccc3)c3ccccc3)NC2=O)cc1	101	95	94	90	86	95	76	70
COc1ccc([N+](=O)[O-])c(/C=C/C(=O)c2ccccn2)c1	94	74	91	21	86	67	26	92
O=C(CCC(=O)Oc1c(Cl)cc(Cl)cc1[N+](=O)[O-])Oc1c(Cl)cc(Cl)cc1[N+](=O)[O-]	112	116	nt	114	123	111	nt	109
NS(=O)(=O)c1ccc(NC2Nc3nc4ccccc4nc3S2)cc1 (configuration not stated)	99	101	106	101	93	98	107	83
Cc1ccc2oc(=O)cc(C3C(C#N)=C(N)Oc4c3ccc3ccccc43)c2c1 (configuration not stated)	70	64	85	nt	82	42	28	69
CCSc1nc(-c2ccc(Br)cc2)c(C#N)c(=O)[nH]1	96	109	107	96	105	99	87	101
CC(C)(C)n1cc(-c2ccnc(NCCCNS(=O)(=O)c3ccc(Br)cc3)c2)c(-c2cccc(F)c2)n1	76	63	84	31	85	69	38	57
COc1ccc(CN2C(=O)/C(=C\C(=O)c3ccc(OCCN4CCCCC4)cc3)c3ccccc32)cc1	82	53	81	2.3*	85	20	-22*	16
CCOC(=O)c1c(N2CCCC2)[nH]c(=O)c(C=Nc2cc(Cl)cc(Cl)c2)c1O	96	100	136	97	105	93	120	93
COc1ccc(/C(=C\c2ccc3c(c2)OCO3)C(=O)Nc2nc3ccccc3s2)cc1	103	114	110	nt	102	107	82	86
COc1cc(CNC(=O)CCCC/C=C/C(C)C)ccc1OCc1nnc(Nc2ccc(Cl)cc2)o1	97	105	101	87	84	96	85	79
CC(C)NCCCCCSc1ccnc(N)n1	102	107	111	112	114	97	111	80
C=CCc1ccccc1OCC(O)CNC(C)C (configuration not stated)	104	93	96	nt	86	101	95	100
COc1cc(Cl)c(C)cc1NC(=O)CC(C)=O	98	108	111	115	88	93	98	87
CCN(CC)CCCCCCCNc1nccc2ccccc12	94	83	90	76	66	89	83	92
OB(O)c1ccccc1C[n+]1ccc(-c2ccc3ccc4c(-c5cc[n+](Cc6ccccc6B(O)O)cc5)ccc5ccc2c3c54)cc1	94[6 µM]	70[6 µM]	101[6 µM]	69[6 µM]	97[6 µM]	80[6 µM]	105[6 µM]	90[6 µM]
NC(CCl)=NCCC[C@H](N)C(=O)O	129	92	99	111	96	85	93	98
O=C1C(c2ccccc2)c2ccccc2N1Cc1ccccc1 (configuration not stated)	107	111	97	88	95	108	96	88
O=C(NCc1ccccc1)NS(=O)(=O)c1ccc(N2N=C(c3cc4ccccc4oc3=O)CC2c2cccs2)cc1 (configuration not stated)	nt	110	100	111	103	94	99	97
Clc1nc(-c2cccc3ccccc23)nc2sc3c(c12)CCCCCC3	92	108	103	101	97	92	97	96
O=c1[nH]cnc(O)c1Nc1cccc(Cl)c1	106&86	101	123&123	112&92	101&101	105&97	110&87	96&98

From PubChem
